# Shn3 3UTR inh – reduction of Shn3 3'UTR firefly luciferase signal, primary screen, Schnurri-3 inhibitor project, cell-based, Clone20 osteoblasts, set 2; Clone20 osteoblast Shn3 3'UTR firefly luciferase, 24 h; hit rate 0.52% among 360,000; inhibition, % at 12.5 µM;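 active = mean inhibition of at least 75% with every replicate also reaching 75%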;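 note: 0% = median of neutral control wells and 100% = pilot-screen positive control compound; some compounds past the cut are filed as inactive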
# NR2E3 ag-1 – inhibitors of NR2E3-RetCOR corepressor binding, primary screen, NR2E3 agonist project, biochemical, TR-FRET, GST-NR2E3, biotin-RetCOR; Photoreceptor-specific nuclear receptor (Homo sapiens), Q9Y5X4; 1536-well; inhibition of corepressor binding, % at 4.78 µM; hit rate 0.12% among 320,000; AID 2300, 2010;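 active = percent inhibition above the cutoff of mean plus 3 SD of all tested compounds, set per screening campaign, cut at about 20% in these data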;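 note: 0% = DMSO wells and 100% = biotin wells as full block of FRET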
# Target sequence (Q9Y5X4 whole entry, looked up): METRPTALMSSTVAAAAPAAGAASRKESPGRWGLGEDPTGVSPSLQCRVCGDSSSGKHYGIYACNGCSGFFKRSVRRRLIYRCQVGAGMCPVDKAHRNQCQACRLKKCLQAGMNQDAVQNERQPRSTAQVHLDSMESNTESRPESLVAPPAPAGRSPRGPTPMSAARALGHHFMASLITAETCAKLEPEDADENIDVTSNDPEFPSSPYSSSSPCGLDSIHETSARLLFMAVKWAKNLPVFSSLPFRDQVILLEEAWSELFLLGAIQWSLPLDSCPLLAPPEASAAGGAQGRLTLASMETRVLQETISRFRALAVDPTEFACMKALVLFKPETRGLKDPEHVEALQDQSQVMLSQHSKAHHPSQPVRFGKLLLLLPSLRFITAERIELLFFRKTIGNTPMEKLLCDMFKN
#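 System: GST-NR2E3 and biotin-RetCOR proteins; probe or stimulus: 7 nM biotin-RetCOR; doses: compound at 4.8 µM, single dose; schedule: Compound–protein incubation for 5 h at 4 °C; detection: time-resolved FRET; read-out: percent inhibition; controls: biotin wells as high control, 0.6% DMSO wells as low control; format: 1536-well plates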
# Peg3 promoter – Peg3 promoter-driven luciferase inhibitors, primary screen, cell-based, HeLa, luciferase luminescence | inhibition, % at 20 µM | hit rate 1.7% among 360,000 | HeLa PEG-Prom luciferase reporter, overnight;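 active = inhibition of at least 50% at 20 µM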
# KKLEB cytotox – cytotoxicity in KKLEB CF airway cells, primary screen, cytotoxicity control for CF NF-kB inhibitor project, cell-based, uHTS, fluorescence assay plates | AID 602141, 2011 | activity change (cytotoxicity), % at 5 µM | hit rate 0.36% among 360,000 | KKLEB CF airway cells viability, ATPlite luminescence, overnight; hits give low values; cells stimulated with P. aeruginosa culture filtrate;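 active = corrected activity change at or below -50% at 5 µM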
# TRAIL sens C8 – viability loss with TRAIL in NB7+C8 cells, primary screen, TRAIL sensitizer project, cell-based, ATPlite luminescence | inhibition (viability loss, TRAIL sensitization), % at 10 µM | hit rate 1% among 360,000 | AID 624354, 2012;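 active = compounds causing at least 50% loss of cell viability in the single-dose screen, relative to plate controls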
# EBV LMP1 NFkB – EBV LMP1-driven NF-kappaB luciferase reporter inhibitors, primary screen, cell-based, luminescence, single point. LMP1-induced NF-kappaB luciferase reporter cells. inhibition, % at 12.5 µM. hit rate 0.69% among 350,000. AID 504558, 2011; in the data active = inhibition above about 41%;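 note: 0% = neutral control wells and 100% = reference inhibitor control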
# NR2E3 ag-2 – NR2E3 agonists in two-hybrid cells, primary screen, cell-based, luminescence, CHO-S, Gal4-NCOR/VP16-NR2E3; Photoreceptor-specific nuclear receptor (Homo sapiens), Q9Y5X4; luciferase; inhibition of corepressor binding, % at 3.98 µM; hit rate 0.35% among 360,000; AID 602229, 2012;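 active = inhibition above the mean of all tested compounds plus 3 SD, cut at about 70% in these data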;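 note: 0% = DMSO with NR2E3 transfected cells and 100% = cells lacking NR2E3 construct; higher means lower luciferase signal from less NR2E3 corepressor binding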
# MITF TRPM1 inh – inhibitors of MITF-dependent TRPM1 promoter reporter, primary screen, cell-based, SK-MEL-5, single point, luciferase. SK-MEL-5 TRPM1 promoter luciferase, 24 h. inhibition, % at 12.5 µM. hit rate 0.83% among 330,000;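 active = mean inhibition across replicates of 60% or more, whatever share of single replicates reaches that level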; note: values of inactives mirror those of a sister screen read the other way
# CF NFkB block – inhibitors of PAF-induced NF-kB signaling, primary screen, cell-based, GFP fluorescence, uHTS; KKLEB NF-kB-GFP reporter, GFP fluorescence overnight; hit rate 0.86% among 360,000; inhibition, % at 5 µM; AID 588850, 2011;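 active = at least 50% inhibition at 5 µM, scaled per plate between neutral and stimulator controls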;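 note: PAF is a Pseudomonas aeruginosa culture filtrate used as stimulus; plate controls were PAF-stimulated DMSO wells for no effect and unstimulated DMSO wells for full effect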
# HIF-2a block – HIF-2a reporter inhibitors, primary screen, luminescence, 786-0 RCC cells; 786-0 RCC cells HIF-2a reporter, luciferase luminescence, overnight; inhibition, % at 18.8 µM; hit rate 0.72% among 360,000; AID 624352, 2012;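 active = inhibition of the luminescence signal of 40% or more relative to plate controls, in a single-dose primary screen at 18.75 µM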
# iPSC survival up – enhancers of single-cell hiPSC survival, primary screen, ATPlite luminescence | hit rate 0.044% among 360,000 | survival enhancement, % at 20 µM | 100% = ROCK inhibitor wells, 0% = DMSO; in the data active = survival enhancement above about 18%;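 note: cells exposed to compounds for 16 hours before the ATP read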
# * = called active by the depositor; . = no result given. A portion of the library, so the mix of outcomes need not match the whole.
# Order of results – NR2E3 ag-1	Shn3 3UTR inh	iPSC survival up	KKLEB cytotox	HIF-2a block	CF NFkB block	TRAIL sens C8	EBV LMP1 NFkB	NR2E3 ag-2	Peg3 promoter	MITF TRPM1 inh
- Nc1nnc(CC(c2ccccc2)c2ccccc2)s1
→ -4	-6	-1.5	-39	12	-18	-19	-9	-19	13	0
- CCC(C)N(C(=O)COC(=O)COc1c(C)cc(C)cc1C)C1CCS(=O)(=O)C1 (stereo unspecified)
→ 1	-12	0.4	-18	6	-6	-8	-3	12	5	5
- COc1ccc(S(=O)(=O)Nc2ccc3c(c2)C(=O)N([C@@H](C)CO)C[C@@H](C)[C@H](CN(C)S(=O)(=O)c2ccc(F)cc2)OCCCC[C@H](C)O3)cc1
→ .	20	0.9	-5	5	-5	-3	-6	-9	25	.
- Cc1ccc(Oc2nc(-c3ccccc3)ncc2S(C)(=O)=O)cc1
→ 1	2	10	-20	4	17	-3	-1	3	10	-6
- O=C(CSc1nnc2scc(-c3ccccc3)n12)NCc1ccco1
→ -2	8	0.0	7	4	-7	5	0	5	7	-17
- Cc1ccc2c(CN3CCN(c4ccc(Cl)c(Cl)c4)CC3)cc(=O)oc2c1
→ .	-19	3.2	3	19	1	6	.	-25	12	.
- Cn1c(CN2CCOCC2)nnc1SCc1cccc(F)c1
→ 1	-11	-0.4	3	8	-12	-4	6	-2	14	1
- CC1CCN(S(=O)(=O)c2ccc(NC(=O)c3cccs3)cc2)CC1
→ 1	11	-1.5	4	11	-2	1	-2	-3	9	1
- COC(=O)[C@H](CC(C)C)NC(=O)Nc1cccc(Br)c1
→ -1	-9	-2.5	0	-4	-6	-5	-3	-11	-3	-25
- CC(=O)COC(=O)C1=NN(c2ccccc2)C(=O)CC1
→ 3	21	0.0	-2	13	12	-5	-5	-24	-3	4
- Nn1c(Cc2ccccc2)n[nH]c1=S
→ -3	-7	-0.2	3	20	3	-18	-2	-23	3	-3
- CCOC(=O)N1CCC(=NNc2ccnc3cc(Cl)ccc23)CC1
→ -5	15	1.5	-5	1	-28	-1	20	23	4	10
- COc1ccc2c(c1)N(C(=O)CN1C(=O)C3CCCCC3C1=O)C(C)(C)C=C2C (stereo unspecified)
→ -3	8	1.5	0	15	10	-10	3	-22	13	6
- Cc1nnc(NC(=O)c2cc(-c3ccncc3)nc3c(C)cccc23)s1
→ 4	-4	0.3	13	16	-19	-2	-5	11	14	3
- CCCCCC(=O)NNC1CC(=O)N(c2cccc(OCC)c2)C1=O (stereo unspecified)
→ 1	20	-0.2	7	19	-7	-14	-5	-8	1	6
- CCCn1cc(CN2CCC(Cc3cccc(F)c3)(C(=O)OCC)CC2)c(C)n1
→ -2	2	-0.5	7	11	-2	-3	6	7	-1	11
- O=C(NCCC1=CCCCC1)C1CCCN(S(=O)(=O)c2ccccc2)C1 (stereo unspecified)
→ 1	8	-0.9	13	4	-6	-1	-6	-2	23	4
- CCOC(=O)C1(C)CCN1C(=O)c1cccc(C#N)c1 (stereo unspecified)
→ .	-9	-1.6	-1	0	3	-10	.	-16	4	.
- CCCCCCCCNC(=O)CC(NS(=O)(=O)c1ccc(NC(C)=O)cc1)C(C)C (stereo unspecified)
→ -1	17	0.5	-1	4	-3	-9	3	9	17	-12
- CC1(C)C2CC[C@]3(C)C(CC=C4[C@@H]5C[C@@](C)(CO)[C@@H](O)C[C@]5(C(=O)O)CC[C@]43C)[C@@]2(C)CC[C@@H]1O (stereo partly specified)
→ 1	3	-1.0	6	4	-25	4	.	12	13	.

# Complete entries as entered above. Order of screens: NR2E3 ag-1, Shn3 3UTR inh, iPSC survival up, KKLEB cytotox, HIF-2a block, CF NFkB block, TRAIL sens C8, EBV LMP1 NFkB, NR2E3 ag-2, Peg3 promoter, MITF TRPM1 inh
# Entry for Cc1nnc(NC(=O)c2cc(-c3ccncc3)nc3c(C)cccc23)s1 = 4, -4, 0.3, 13, 16, -19, -2, -5, 11, 14, 3
# Entry for CCCCCC(=O)NNC1CC(=O)N(c2cccc(OCC)c2)C1=O (stereo unspecified) = 1, 20, -0.2, 7, 19, -7, -14, -5, -8, 1, 6
# Entry for COc1ccc2c(c1)N(C(=O)CN1C(=O)C3CCCCC3C1=O)C(C)(C)C=C2C (stereo unspecified) = -3, 8, 1.5, 0, 15, 10, -10, 3, -22, 13, 6
# Entry for CCCn1cc(CN2CCC(Cc3cccc(F)c3)(C(=O)OCC)CC2)c(C)n1 = -2, 2, -0.5, 7, 11, -2, -3, 6, 7, -1, 11
# Entry for Cn1c(CN2CCOCC2)nnc1SCc1cccc(F)c1 = 1, -11, -0.4, 3, 8, -12, -4, 6, -2, 14, 1

# The listing continues.
# Order of results – NR2E3 ag-1	Shn3 3UTR inh	iPSC survival up	KKLEB cytotox	HIF-2a block	CF NFkB block	TRAIL sens C8	EBV LMP1 NFkB	NR2E3 ag-2	Peg3 promoter	MITF TRPM1 inh
- CC(=O)c1ccc(C(=O)N2CCCC(Nc3ccc(C(C)C)cc3)C2)s1 (stereo unspecified)
→ 0	21	-0.2	1	-17	7	7	7	16	-10	-1
- CC(C)C(NC(=O)CC12CC3CC(CC(C3)C1)C2)C(=O)O (stereo unspecified)
→ 0	-14	5.5	-12	17	8	10	4	-8	-2	7
- CC(NCc1cccc(S(=O)(=O)N(C)C)c1)c1ccc(F)cc1 (stereo unspecified)
→ -1	-8	0.5	0	13	9	-24	-7	-9	-3	-2
- O=C(NNC1CC(=O)N(c2ccccc2)C1=O)c1ccccc1Cl (stereo unspecified)
→ 5	-31	-0.5	-11	19	14	-7	4	6	8	3
- CCn1c2ccccc2c2cc(NC(C)=O)ccc21
→ 1	-11	0.9	4	7	-4	-20	5	3	-4	5
- Cc1nn(C)c(C)c1CCC(=O)N1CCCC(N2CCN(c3ccc(F)cc3)CC2)C1 (stereo unspecified)
→ 2	4	-0.5	-5	0	29	3	1	-10	8	1
- CCOC(=O)C1=C(c2ccccc2)NC(SC)=C(C#N)C1c1cccnc1 (stereo unspecified)
→ -3	6	-0.4	2	17	1	-1	-9	14	7	3
- COc1ccc(-n2c(C)nc3sc4c(c3c2=O)CCC4)cc1
→ .	-10	-0.9	-4	18	-7	0	-5	-9	18	8
- c1ccc(Nc2n[nH]nc2-c2ccccc2)cc1
→ 0	-11	4.6	6	-13	-2	-1	11	-17	22	-2
- CC(=O)Oc1ccc(C(=O)Nc2cccnc2)cc1
→ 5	24	0.3	8	-11	2	-18	85*	-11	8	-3
- CCCCN(CC)CCNc1c(N2CCN(C(=O)OCC)CC2)c(=O)c1=O
→ 2	-11	-1.7	4	4	6	-4	1	-3	4	-6
- Cc1ccc(NC(=O)NCCCN2CCCC2=O)c(C)c1
→ 0	1	0.1	10	1	-17	-9	2	-12	-1	12
- COc1ccc(C(=O)NCc2cc(C)nc3ccccc23)cc1OC
→ -4	14	-0.6	-4	16	14	2	13	0	28	-3
- Cc1noc(C)c1CSCC(=O)Oc1ccc(N(C)S(=O)(=O)c2ccccc2)cc1
→ 2	1	-0.6	-6	5	-10	-13	-4	-7	20	-1
- CC1(C)CC(=O)C2=C(C1)N(c1ccc(F)cc1)C(=O)CC2c1ccccc1 (stereo unspecified)
→ 2	-12	-1.6	10	7	-5	4	-8	-13	23	-8
- COc1ccc(NC(=O)C2CC2(Cl)Cl)cc1S(=O)(=O)N1CCCCC1 (stereo unspecified)
→ .	1	0.1	22	22	16	-6	5	-6	7	.
- O=S(=O)(c1cccc(NC(=S)NCc2ccco2)c1)N1CCOCC1
→ 3	-11	-0.3	7	10	-1	-7	3	12	9	7
- COc1ccccc1Nc1nc(N)nc(CN2CCN(c3ccccc3F)CC2)n1
→ 4	1	-1.8	4	9	6	-6	-7	36	20	8
- CC(C)c1cc(-c2n[nH]c(=S)n2Cc2ccccc2)cs1
→ 4	-6	-1.2	2	6	-1	13	5	-29	12	5
- Cc1ccc(C(=O)CSc2nc3ccccc3c(=O)n2N)o1
→ 1	-68	-0.9	8	-219	-14	20	-5	-97	-202	-56

# (more compounds)
# Order of results – NR2E3 ag-1	Shn3 3UTR inh	iPSC survival up	KKLEB cytotox	HIF-2a block	CF NFkB block	TRAIL sens C8	EBV LMP1 NFkB	NR2E3 ag-2	Peg3 promoter	MITF TRPM1 inh
- Cc1ccc(CONC(=O)c2ccc(C)cc2)cc1
→ 2	-117	0.4	5	-292	-13	9	-33	-136	-257	-94
- COc1ccccc1NC(=S)N/N=C1\CC(C)(C)Oc2ccc(O)cc21
→ -4	10	-0.6	6	10	6	21	-4	14	13	-4
- O=C(COc1ccc(Br)cc1F)Nc1nnc(C2CC2)s1
→ .	6	-0.4	-1	-1	-3	-5	4	-33	-25	-21
- COc1ccc(C)cc1S(=O)(=O)N(C)CC(=O)Nc1ccc2c(c1)OCO2
→ 1	2	-1.2	17	-4	-4	5	0	-10	-5	6
- O=C(NCCCN1CCOCC1)c1ccc2c(c1)N(Cc1c(F)cccc1Cl)C(=O)CS2
→ 1	16	1.0	2	12	-18	0	0	-4	7	2
- COc1ccc(S(=O)(=O)N2CCN(Cc3cccnc3)CC2)cc1
→ .	-3	-0.4	12	4	-22	-8	-6	-17	-7	-8
- Cc1ccc(O)c(CNc2nc3ccccc3n2C)c1
→ 2	-20	-2.0	-1	-133	-4	9	-14	-34	-103	-30
- O=C(NNC(=O)c1cc(S(=O)(=O)N2CCOCC2)ccc1Cl)c1ccc(F)cc1
→ .	-17	5.0	18	15	-26	5	0	-8	2	.
- Cc1cccc(NC(=S)/N=C(\N)Nc2nc(C)c3ccccc3n2)c1
→ 4	-1	-1.5	3	-134	-14	-2	8	-38	-37	0

# Structures listed so far marked active in EBV LMP1 NFkB.
SMILES | NR2E3 ag-1 | Shn3 3UTR inh | HIF-2a block | CF NFkB block | EBV LMP1 NFkB | NR2E3 ag-2 | Peg3 promoter | MITF TRPM1 inh
CC(=O)Oc1ccc(C(=O)Nc2cccnc2)cc1 | 5 | 24 | -11 | 2 | 85* | -11 | 8 | -3

# Sorted by value in HIF-2a block (lowest first): some entries from above
canonical_smiles	HIF-2a block
Cc1ccc(CONC(=O)c2ccc(C)cc2)cc1	-292
Cc1cccc(NC(=S)/N=C(\N)Nc2nc(C)c3ccccc3n2)c1	-134
Cc1ccc(O)c(CNc2nc3ccccc3n2C)c1	-133
COc1ccc(C)cc1S(=O)(=O)N(C)CC(=O)Nc1ccc2c(c1)OCO2	-4
COc1ccc(S(=O)(=O)N2CCN(Cc3cccnc3)CC2)cc1	4
O=C(NNC(=O)c1cc(S(=O)(=O)N2CCOCC2)ccc1Cl)c1ccc(F)cc1	15

# From PubChem
